ABHD5-PLIN5 inh: blocks binding of human ABHD5 to perilipin-5; AID 602281; 360,000 compounds, 0.78% hits; inhibition, % at 4 µM; Split G. princeps luciferase complementation, luminescence, 4 h;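 active = inhibition above the mean inhibition across every tested compound plus 3 SD, cut at about 22% in these data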;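 also: 0% = DMSO only wells and the 100% control is not disclosed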
Exocytosis inh: blocks lytic granule exocytosis | TALL-104 LAMP-1 surface exposure, flow cytometry; cells stimulated with thapsigargin and PMA | 360,000 compounds, 0.66% hits | inhibition, % at 10 µM;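 active = inhibition above about 55%, limit read from the data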
NCOA3 inh: human NCOA3 inhibition | HEK293 GAL4-SRC3 luciferase reporter, luminescence | 360,000 compounds, 0.17% hits | inhibition, % at 3.6 µM | Q9Y6Q9;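 active = inhibition above a per-campaign cutoff, the mean of all compounds plus 3 SD, cut at about 60% in these data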;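 also: 0% = DMSO-treated cells and 100% = gossypol-treated cells at 36 µM; higher means less SRC3-driven luciferase light from the GAL4 reporter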
Target sequence (Q9Y6Q9 whole entry, looked up, the tested form may be a part): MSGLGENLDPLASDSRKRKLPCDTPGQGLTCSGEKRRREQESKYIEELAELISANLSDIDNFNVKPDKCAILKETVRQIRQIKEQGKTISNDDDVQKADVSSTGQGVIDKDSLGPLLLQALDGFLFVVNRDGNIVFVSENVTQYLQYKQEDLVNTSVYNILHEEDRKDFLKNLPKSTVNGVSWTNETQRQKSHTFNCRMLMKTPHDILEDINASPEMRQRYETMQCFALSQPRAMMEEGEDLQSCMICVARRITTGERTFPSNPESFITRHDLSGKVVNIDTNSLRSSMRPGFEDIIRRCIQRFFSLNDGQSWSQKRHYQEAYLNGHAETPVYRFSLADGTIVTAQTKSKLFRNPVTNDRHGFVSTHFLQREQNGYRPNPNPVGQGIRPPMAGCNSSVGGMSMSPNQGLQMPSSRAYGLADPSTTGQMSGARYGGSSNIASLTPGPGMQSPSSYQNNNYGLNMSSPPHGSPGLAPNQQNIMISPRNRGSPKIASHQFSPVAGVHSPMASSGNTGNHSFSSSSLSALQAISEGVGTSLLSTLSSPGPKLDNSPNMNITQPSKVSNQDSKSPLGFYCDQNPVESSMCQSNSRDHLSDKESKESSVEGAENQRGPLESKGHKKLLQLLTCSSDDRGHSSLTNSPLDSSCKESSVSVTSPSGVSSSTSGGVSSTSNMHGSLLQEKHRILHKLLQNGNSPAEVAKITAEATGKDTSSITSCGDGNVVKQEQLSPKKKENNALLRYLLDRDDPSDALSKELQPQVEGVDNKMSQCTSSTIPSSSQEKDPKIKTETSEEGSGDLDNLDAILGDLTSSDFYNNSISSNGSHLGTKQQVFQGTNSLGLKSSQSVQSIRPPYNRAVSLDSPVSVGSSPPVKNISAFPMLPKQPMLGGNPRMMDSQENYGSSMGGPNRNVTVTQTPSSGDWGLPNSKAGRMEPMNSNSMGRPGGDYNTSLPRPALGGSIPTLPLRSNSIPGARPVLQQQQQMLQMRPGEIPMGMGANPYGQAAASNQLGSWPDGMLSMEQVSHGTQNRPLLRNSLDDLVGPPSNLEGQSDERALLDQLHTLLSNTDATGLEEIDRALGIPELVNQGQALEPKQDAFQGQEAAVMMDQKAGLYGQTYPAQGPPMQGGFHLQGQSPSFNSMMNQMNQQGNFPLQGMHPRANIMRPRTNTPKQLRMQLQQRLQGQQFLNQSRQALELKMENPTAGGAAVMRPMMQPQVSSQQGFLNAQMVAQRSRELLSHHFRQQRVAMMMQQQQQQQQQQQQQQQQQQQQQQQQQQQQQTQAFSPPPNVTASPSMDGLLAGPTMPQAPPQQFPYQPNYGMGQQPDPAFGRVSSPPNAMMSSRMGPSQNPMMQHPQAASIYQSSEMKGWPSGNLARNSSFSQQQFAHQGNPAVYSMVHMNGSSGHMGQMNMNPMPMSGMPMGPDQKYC
NCOA1 inh: human NCOA1 inhibition; HEK293 GAL4-SRC1 luciferase reporter, luminescence; AID 588354; Q15788; inhibition, % at 3.6 µM; 360,000 compounds, 0.12% hits;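 active = inhibition above the campaign mean plus 3 SD, with each screening campaign given its own cutoff, cut at about 60% in these data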;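 also: 0% = DMSO treated cells and 100% = gossypol at 36 µM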
TLR9-MyD88 block: TLR9-MyD88 interaction inhibition | Q9NR96+Q99836 | CHO BLA complementation TLR9-MyD88, CCF4 FRET ratio | inhibition, % at 4.98 µM | 340,000 compounds, 0.21% hits | AID 504734;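 active = inhibition above the mean over all tested compounds plus 3 SD, cut at about 21% in these data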;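 also: 0% = DMSO only wells and 100% = clavulanate BLA inhibitor control wells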
NR5A2 inv ag: suppresses constitutive activity of human LRH-1; HEK293T StAR-luciferase reporter, LRH-1 transfected, 24 h; inhibition, % at 3.6 µM; 360,000 compounds, 0.13% hits;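 active = inhibition above the mean inhibition of all tested compounds plus 3 SD, cut at about 73% in these data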;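 also: 0% = DMSO wells and 100% = reporter-only cells lacking LRH-1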
TWEAK-Fn14 inh: inhibitors of TWEAK-Fn14 interaction signaling | TWEAK-stimulated Fn14 reporter cells, luciferase luminescence, 8 h | inhibition, % at 10 µM | 360,000 compounds, 2% hits; in the data active = inhibition above about 50%
NR2F2 inh: inhibitors of human COUP-TFII (NR2F2); P24468; HEK293T NGFI-A luciferase reporter, luminescence; inhibition, % at 8.6 µM; 370,000 compounds, 0.7% hits; AID 686940;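 active = inhibition above a per-plate cutoff, mean inhibition of test wells between control levels plus 3 SD, cut at about 38% in these data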;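 also: cells cotransfected with COUP-TFII expression vector driving the NGFI-A reporter; 0% = median of COUP-TF2 test wells and 100% = reporter-only cells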
NOD2-RIPK2 inh: inhibitors of human NOD2-RIPK2 interaction. O43353. CHO BLA complementation NOD2-RIPK2, CCF4 ratio. inhibition, % at 4.98 µM. 360,000 compounds, 0.38% hits. AID 624267; in the data active = inhibition above about 21%;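 also: 0% = vehicle only and 100% = reference blocker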
SRC2 inh: inhibits human steroid receptor coactivator 2. inhibition, % at 9 µM. HEK293 GAL4-SRC2 luciferase reporter, luminescence. 370,000 compounds, 0.17% hits. AID 651957. Q15596;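 active = inhibition above the mean inhibition of all tested compounds plus 3 SD, set per campaign, cut at about 52% in these data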;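 also: 0% = DMSO treated cells and 100% = cells given Gossypol at 36 µM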
TROY NFkB inh: blocks TROY-dependent signaling in reporter cells | Q293 LMP1-TROYcd NF-kB luciferase reporter, 4 h | inhibition, % at 10 µM | 360,000 compounds, 0.98% hits | AID 1347056;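 active = compounds whose plate-normalised and pattern-corrected inhibition of the luciferase reporter signal at the single screening dose is 50% or more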
* = called active by the depositor; . = no result given.

Results follow in this order: ABHD5-PLIN5 inh	Exocytosis inh	NCOA3 inh	NCOA1 inh	TLR9-MyD88 block	NR5A2 inv ag	TWEAK-Fn14 inh	NR2F2 inh	NOD2-RIPK2 inh	SRC2 inh	TROY NFkB inh
O=C1C2C3C=CC(C4CC34)C2C(=O)N1/N=C/c1ccc([N+](=O)[O-])s1 (stereo not given)
    -0.8	2.9	-35.6	-23.4	6.2	-7.3	-11.2	5.3	-13.3	-14.6	-39.2
N#Cc1ccc(CSCC(=O)NN=C2CCCC2)cc1
    -3.6	-0.4	3.1	0.2	6.2	-8.0	6.8	-15.5	3.8	-9.8	-5.5
O=C(COC(=O)CSc1ccc(Cl)cc1)Nc1ccc2[nH]c(=O)[nH]c2c1
    -3.0	-2.6	-6.8	-18.8	-0.3	20.1	-3.1	7.9	-16.0	-15.1	6.8
CCn1cc(C2C3=C(CC(C)(C)CC3=O)N(c3ccc(C)cc3)C3=C2C(=O)CC(C)(C)C3)c(C)n1
    -4.0	-2.3	6.3	-8.8	-3.8	12.5	-33.3	-4.0	-1.1	13.4	2.5
CCOC(=O)Cc1csc(NS(=O)(=O)c2ccc(F)cc2)n1
    -0.9	-2.1	13.0	-22.4	4.7	18.6	-15.2	-1.7	-7.5	-15.0	-18.6
Cc1cccc(OCCCCCN2CCOCC2)c1C
    1.7	7.7	-12.1	14.3	-1.6	-2.0	12.0	16.5	-2.6	-33.6	-0.4
CCOC(=S)SCc1cn2ccccc2n1
    -10.7	2.8	9.2	-25.8	-0.3	-6.8	-4.4	-45.5	-9.2	-5.2	-20.8
COc1cc(C(=O)NC(C)c2cc(C)ccc2C)ccc1OCC(=O)N1CCOCC1 (stereo not given)
    -2.0	4.5	-3.8	2.2	1.7	-11.1	15.6	-13.1	-3.3	16.7	-13.1
CSc1nc(N)nc(C(C)C)n1
    -0.5	-3.4	15.0	-21.4	-4.2	7.8	-16.7	-17.2	7.7	5.6	-3.8
Cc1ccc(O)c(C(=O)c2cnc3c(c2)c(C)nn3C)c1
    1.1	-5.5	5.7	-26.1	-12.5	-6.2	32.8	16.2	-11.7	-0.9	13.2

Reprinted at random: 3 entries already listed, in no set order.
Results follow in this order: ABHD5-PLIN5 inh	Exocytosis inh	NCOA3 inh	NCOA1 inh	TLR9-MyD88 block	NR5A2 inv ag	TWEAK-Fn14 inh	NR2F2 inh	NOD2-RIPK2 inh	SRC2 inh	TROY NFkB inh
CSc1nc(N)nc(C(C)C)n1
    -0.5	-3.4	15.0	-21.4	-4.2	7.8	-16.7	-17.2	7.7	5.6	-3.8
Cc1cccc(OCCCCCN2CCOCC2)c1C
    1.7	7.7	-12.1	14.3	-1.6	-2.0	12.0	16.5	-2.6	-33.6	-0.4
N#Cc1ccc(CSCC(=O)NN=C2CCCC2)cc1
    -3.6	-0.4	3.1	0.2	6.2	-8.0	6.8	-15.5	3.8	-9.8	-5.5

Additional compounds.
Results follow in this order: ABHD5-PLIN5 inh	Exocytosis inh	NCOA3 inh	NCOA1 inh	TLR9-MyD88 block	NR5A2 inv ag	TWEAK-Fn14 inh	NR2F2 inh	NOD2-RIPK2 inh	SRC2 inh	TROY NFkB inh
CC(=O)Nc1ccc(C(=O)Nc2cccc(S(=O)(=O)N(C)c3ccccc3)c2)cc1
    3.0	5.1	-20.5	-22.3	1.1	11.3	10.9	15.6	18.5	3.0	21.6
N#Cc1ccccc1Sc1ccccc1C(=O)Nc1ccc(Br)cc1
    1.4	0.7	5.6	4.1	-0.6	2.2	-2.1	1.9	0.6	-4.4	-0.5
CS(=O)(=O)N1CCN(C(=O)Cc2cccs2)CC1
    1.3	0.4	3.7	-1.9	1.1	33.0	-13.6	7.1	-25.7	8.8	8.8
Cc1ccc(N(C)C(=O)C2CCN(S(=O)(=O)c3ccc4c(c3)oc(=O)n4C)CC2)cc1
    2.3	-5.3	-1.0	-2.8	0.9	-5.4	12.6	-14.1	-2.8	-5.2	-14.1
Cc1ccc(SCC(=O)NCCN2C(=O)CSC2=O)cc1C
    -1.8	-5.4	-9.6	-77.9	1.8	-2.9	-15.0	-0.1	2.0	-46.1	7.1
COc1ccc([C@H]2[C@@H](C#N)[C@H](C#N)N3CCCN23)cc1
    -0.6	-0.5	-4.9	11.7	-2.2	1.1	-1.9	0.4	2.1	12.7	2.9
COC(=O)[C@]12CCCCC=C1N(Cc1ccco1)C(=O)[C@H](CC(=O)NCc1cccc3ccccc13)C2
    12.6	12.5	.	.	.	16.2	21.6	-5.0	6.0	-12.7	-2.1
COC(=O)c1cc(NC(=O)C2COc3ccccc3O2)cc(C(=O)OC)c1 (stereo not given)
    0.9	-1.0	-0.3	-8.2	1.1	18.1	1.0	-16.4	0.9	-19.9	6.7
COc1cccc(CC(=O)OCC(=O)NC2(C#N)CCCCC2)c1
    -1.6	3.5	-11.3	-22.2	2.8	-1.0	-9.3	12.1	-5.9	11.1	-6.4
COc1ccccc1N1CCN(C(=O)CCNS(=O)(=O)c2ccc3c(c2)CCC(=O)N3)CC1
    -2.9	-1.3	-0.3	1.0	-1.6	16.7	-3.4	-13.1	-7.1	-21.7	17.9
COc1ccc(Cl)cc1Nc1nc2ccc(C)cc2n2cnnc12
    -5.1	-10.1	6.7	-12.0	-2.5	22.5	5.1	18.7	-2.7	10.0	11.2
Cc1noc(C)c1CSCC(=O)N(C)CC(=O)Nc1ccc(Cl)c(Cl)c1
    4.8	9.7	12.1	-65.1	12.6	2.5	-5.8	11.7	11.3	3.3	-1.4
CN(C)c1ccc(Nc2cc(Cl)ncn2)cc1
    8.4	-1.8	-32.2	-34.5	-12.0	-58.9	-1.0	-20.0	-8.6	-44.7	-31.7
COc1ccc(COc2cc(-c3cccc(OC)c3)nc3ccc(NC(C)=O)cc23)cc1
    -2.3	25.1	-20.6	-10.5	-1.4	13.9	19.2	0.4	3.7	-12.2	-28.6
N=C1C(c2ccccc2)=C(O)CN1c1cccc(S(=O)(=O)NCc2ccco2)c1
    4.0	-1.7	-5.4	8.2	-5.6	-5.0	6.9	-1.7	-3.5	-19.9	0.8
CCOc1ccc(Oc2ccc(C(F)(F)F)cc2NC(=O)C2=COCCO2)cc1
    0.2	-3.4	10.8	-5.8	-5.8	-27.7	-20.2	2.1	-7.8	-40.1	-2.1
O=C(CSc1nc(-c2ccccc2)nc2ccc(F)cc12)Nc1cccc(C(=O)O)c1
    2.0	-1.0	12.7	-48.4	-10.3	18.9	-0.5	8.7	-0.8	6.6	13.6
COc1ccccc1N1CCN(C(=O)C2CCC(CNS(=O)(=O)c3ccc(NC(C)=O)cc3)CC2)CC1 (stereo not given)
    5.8	6.0	10.6	-130.9	4.1	-9.6	38.8	4.3	6.5	-39.1	-10.1
CCCCn1c(N)c(N(CCOC)C(=O)c2ccc(C)c(S(=O)(=O)N3CCOCC3)c2)c(=O)[nH]c1=O
    -4.3	2.9	-32.0	-5.5	1.0	19.3	-18.5	-8.4	3.8	-12.9	-9.9
CCOc1ccc(Cl)cc1S(=O)(=O)N1CCC(C(=O)NCc2cccnc2)CC1
    8.2	-8.4	3.4	-13.2	5.3	-5.2	-4.1	-8.8	-6.3	-0.8	-6.9
CC(=O)c1ccc(N2CCN(C(=O)c3cc(-c4cccnc4)nc4ccc(Br)cc34)CC2)cc1
    -0.5	-2.7	4.3	-21.4	-1.3	-10.9	4.9	17.8	-6.5	10.8	-5.3
CCCCC(=O)NC(c1cccs1)c1cc(Cl)c2cccnc2c1O (stereo not given)
    8.2	0.1	38.4	29.3	7.2	1.6	24.7	16.4	2.5	20.8	20.2
COc1cccc(C(=O)Nc2cccc(C(C)=O)c2)c1
    -2.1	-1.7	-28.1	-30.2	-7.4	-44.9	-13.7	-22.2	5.7	-47.2	-44.8
COc1ccccc1NC(=O)/C=C/c1ccc(OC)c(S(=O)(=O)N2CCOCC2)c1
    0.8	1.5	-27.9	-4.9	-3.1	-7.8	-2.4	-2.8	5.5	-4.1	-8.7
O=C(Nc1ccc(OCC(=O)N2CCOCC2)cc1)c1cccc(Cl)c1
    2.6	-7.8	-36.6	-25.7	2.4	-5.5	2.0	-24.7	-3.6	-19.0	-25.8
O=C(CCN1CCCCC1)Nc1ccc(Br)cc1
    4.1	4.8	-1.1	-6.9	4.2	-2.4	-1.2	1.5	2.6	-23.1	0.5
Cc1c(NC(=O)C(=O)/C=C(/O)c2ccccc2)c(=O)n(-c2ccccc2)n1C
    4.3	-5.4	-6.4	-35.2	-3.9	-11.6	-9.9	-4.9	4.8	-8.2	-32.7
CS(=O)(=O)N(CC(=O)NCc1ccncc1)c1cc(Cl)cc(Cl)c1
    3.0	-3.8	0.8	-10.9	-6.0	-2.2	13.3	13.8	-4.1	-7.9	-2.4
O=C(NCC1CC1)c1ccc(-c2cn[nH]c2)c2ccoc12
    2.8	2.2	-29.1	-4.5	.	13.4	-29.0	-19.3	4.9	-53.0	-9.7
Cc1ccc(S(=O)(=O)N(C)C)cc1NC(=S)NC(C)CCC(C)C (stereo not given)
    -6.7	-2.5	6.7	13.3	-6.3	-11.8	5.1	4.2	-5.3	-3.6	10.4
CN(CC(=O)Nc1ccc(F)cc1)C(=O)c1cc(-c2ccco2)nc2ccccc12
    5.5	1.3	6.6	-27.8	-1.1	4.6	11.9	18.3	0.2	2.5	-2.8
Cc1ccc(C)c2c1sc(=NC(=O)CN1C(=O)CCC1=O)n2C
    -1.3	-5.0	10.8	-12.1	4.4	13.6	4.0	-0.8	-8.1	5.6	-5.6
Cc1ccc2nc(-c3ccc(Br)o3)oc(=O)c2c1
    5.6	-1.7	-15.0	-18.1	1.8	3.7	-13.2	-8.6	-14.8	-16.4	-15.1
COc1cc(C(=O)NCCCn2ccnc2)cc(OC)c1OC
    1.4	7.4	-7.0	-8.5	4.9	6.3	3.8	-10.5	2.1	-0.4	2.7
COc1ccc(N(Cc2cc3ccccc3[nH]c2=O)S(C)(=O)=O)cc1
    0.7	-0.1	18.5	11.2	1.1	21.9	11.7	0.6	-5.4	4.9	6.9
CCOC(=O)c1cc(C(=O)c2cc(Cl)ccc2O)coc1=N
    4.3	0.4	11.5	-9.6	6.4	0.3	8.3	4.3	9.8	-21.0	2.9
COc1ccc(C(=O)C2CCCN(C(=O)CCC3=NNC(=O)CC3)C2)c(C)c1 (stereo not given)
    1.1	4.6	-6.5	-17.7	-8.4	0.6	-6.5	21.6	-1.4	-5.8	-9.2
COc1ccc(CCN(C)CC(O)COc2ccc(C(C)=O)cc2OC)cc1OC (stereo not given)
    2.5	1.0	2.0	-6.6	0.4	-0.4	-5.7	-3.7	-8.1	-11.3	1.7
COc1cccc(N(CC(=O)NCC2CCCO2)C(=O)CCC(=O)Nc2nccs2)c1 (stereo not given)
    -1.7	0.0	-4.5	7.0	-5.1	-6.8	-23.9	-2.7	-8.8	9.4	0.2
O=C(CSC1=NC(=O)C(Cc2ccccc2)C(=O)N1)NC1CCCCC1 (stereo not given)
    -0.9	0.8	3.9	-0.2	10.6	-4.9	-16.0	0.6	3.9	9.3	0.1
Cc1ccc(NC(=O)CSc2nnc(CNC(=O)c3cccs3)o2)cc1
    -2.5	-0.3	1.0	-9.9	-5.7	-10.3	-26.1	-7.6	-2.9	-29.1	12.0

Compound activity deposited in PubChem by several laboratories.

These rows are one share of the data (hit frequency here may not be typical).
